Screens: PubChem, several laboratories
Granule exo inh = LAMP-1 surface exposure blockers, TALL-104 cells – cell-based, flow cytometry, MLPCN library, primary screen | inhibition, % at 10 µM | TALL-104 LAMP-1 surface exposure; cells stimulated with thapsigargin and PMA | AID 651702, 2012 | 360,000 tested, 0.66% active;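 active = inhibition above about 55%, limit read from the data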
NR5A2 inv ag = LRH-1 (NR5A2) inverse agonists, primary screen, cell-based, luminescence, HEK293T, StAR-luciferase reporter | Nuclear receptor subfamily 5 group A member 2 (Homo sapiens), O00482 | AID 602396, 2012 | 360,000 tested, 0.13% active | LRH-1 transfected, 24 h | inhibition, % at 3.6 µM;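 active = inhibition above the mean inhibition of all tested compounds plus 3 SD, cut at about 73% in these data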;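 also: 0% = DMSO wells and 100% = reporter-only cells lacking LRH-1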
Target sequence (O00482 whole entry, looked up): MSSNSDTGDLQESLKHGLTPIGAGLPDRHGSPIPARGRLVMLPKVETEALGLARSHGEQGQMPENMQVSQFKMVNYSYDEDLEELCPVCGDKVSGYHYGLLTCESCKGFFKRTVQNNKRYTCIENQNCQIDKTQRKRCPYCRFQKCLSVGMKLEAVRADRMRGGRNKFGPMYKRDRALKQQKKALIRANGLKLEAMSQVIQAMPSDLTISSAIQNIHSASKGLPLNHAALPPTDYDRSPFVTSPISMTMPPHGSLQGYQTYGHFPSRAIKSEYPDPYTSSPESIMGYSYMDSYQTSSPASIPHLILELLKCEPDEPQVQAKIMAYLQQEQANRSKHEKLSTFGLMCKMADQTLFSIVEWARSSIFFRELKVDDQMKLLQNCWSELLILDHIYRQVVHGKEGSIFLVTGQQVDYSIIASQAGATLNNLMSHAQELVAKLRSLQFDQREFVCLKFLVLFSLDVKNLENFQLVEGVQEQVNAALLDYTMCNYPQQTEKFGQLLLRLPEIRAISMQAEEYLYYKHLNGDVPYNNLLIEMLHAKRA
NOD2 RIPK2 PPI = NOD2-RIPK2 binding disruptors in cells, primary screen, fluorescence, CHO cells, BLA complementation; Receptor-interacting serine/threonine-protein kinase 2 (Homo sapiens), O43353; CCF4 ratio; inhibition, % at 4.98 µM; 360,000 tested, 0.38% active; AID 624267, 2012; in the data active = inhibition above about 21%;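 also: 0% = vehicle only and 100% = reference blocker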
ABHD5 PLIN5 PPI = ABHD5-PLIN5 interaction inhibitors, primary screen, cell lysate, split luciferase complementation, luminescence | Perilipin-5 (Homo sapiens) + 1-acylglycerol-3-phosphate O-acyltransferase ABHD5 (Homo … | Split G. princeps luciferase complementation, 4 h | inhibition, % at 4 µM | 360,000 tested, 0.78% active;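 active = inhibition above the mean inhibition across every tested compound plus 3 SD, cut at about 22% in these data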;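 also: 0% = DMSO only wells and the 100% control is not disclosed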
TWEAK Fn14 block = inhibitors of TWEAK-Fn14 signaling, primary screen, luciferase reporter cells, uHTS. TWEAK-stimulated Fn14 reporter cells, luciferase luminescence, 8 h. inhibition, % at 10 µM. 360,000 tested, 2% active; in the data active = inhibition above about 50%
NCOA2 inhibitor = inhibition of GAL4-SRC2 driven luciferase reporter, primary screen, SRC2 inhibitor project, cell-based, luminescence; Nuclear receptor coactivator 2 (Homo sapiens), Q15596; AID 651957, 2012; 370,000 tested, 0.17% active; inhibition, % at 9 µM; HEK293 GAL4-SRC2 luciferase reporter;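 active = inhibition above the mean inhibition of all tested compounds plus 3 SD, set per campaign, cut at about 52% in these data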;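 also: 0% = DMSO treated cells and 100% = cells given Gossypol at 36 µM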
NCOA3 inh = SRC3 coactivator transcriptional activity inhibitors, primary screen, cell-based, luminescence. AID 588352, 2011. Nuclear receptor coactivator 3 (Homo sapiens), Q9Y6Q9. inhibition, % at 3.6 µM. HEK293 GAL4-SRC3 luciferase reporter. 360,000 tested, 0.17% active;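 active = inhibition above a per-campaign cutoff, the mean of all compounds plus 3 SD, cut at about 60% in these data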;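 also: 0% = DMSO-treated cells and 100% = gossypol-treated cells at 36 µM; higher means less SRC3-driven luciferase light from the GAL4 reporter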
NCOA1 inh = SRC1 coactivator transcriptional activity inhibitors, primary screen, cell-based, luminescence; inhibition, % at 3.6 µM; Nuclear receptor coactivator 1 (Homo sapiens), Q15788; HEK293 GAL4-SRC1 luciferase reporter; 360,000 tested, 0.12% active;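 active = inhibition above the campaign mean plus 3 SD, with each screening campaign given its own cutoff, cut at about 60% in these data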;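 also: 0% = DMSO treated cells and 100% = gossypol at 36 µM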
NR2F2 inh = NR2F2 transcriptional activity inhibitors, primary screen, cell-based, luciferase reporter, HEK293T, luminescence; HEK293T NGFI-A luciferase reporter; inhibition, % at 8.6 µM; 370,000 tested, 0.7% active;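 active = inhibition above a per-plate cutoff, mean inhibition of test wells between control levels plus 3 SD, cut at about 38% in these data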;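 also: cells cotransfected with COUP-TFII expression vector driving the NGFI-A reporter; 0% = median of COUP-TF2 test wells and 100% = reporter-only cells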
Target sequence (P24468 whole entry, looked up): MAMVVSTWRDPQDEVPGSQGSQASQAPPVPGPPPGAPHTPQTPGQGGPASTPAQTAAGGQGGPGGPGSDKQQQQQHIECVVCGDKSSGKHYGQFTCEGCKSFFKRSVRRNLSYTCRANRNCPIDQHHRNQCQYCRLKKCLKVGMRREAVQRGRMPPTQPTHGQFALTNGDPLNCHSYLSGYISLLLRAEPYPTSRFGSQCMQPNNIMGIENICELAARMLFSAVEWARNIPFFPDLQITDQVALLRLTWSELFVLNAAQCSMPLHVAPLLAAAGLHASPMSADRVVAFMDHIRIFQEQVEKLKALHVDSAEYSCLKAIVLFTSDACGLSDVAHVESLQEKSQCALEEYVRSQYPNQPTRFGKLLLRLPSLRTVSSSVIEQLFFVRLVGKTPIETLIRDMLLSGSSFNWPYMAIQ
TLR9-MyD88 inh = inhibitors of TLR9-MyD88 association in cells, primary screen, cell-based, CHO, BLA complementation, fluorescence; CCF4 FRET ratio; inhibition, % at 4.98 µM; 340,000 tested, 0.21% active;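 active = inhibition above the mean over all tested compounds plus 3 SD, cut at about 21% in these data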;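 also: 0% = DMSO only wells and 100% = clavulanate BLA inhibitor control wells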
TROY NFkB inh = inhibitors of TROY-driven NF-kB signaling, primary screen, Q293 LMP1-TROYcd cells, NF-kB luciferase, uHTS | inhibition, % at 10 µM | 360,000 tested, 0.98% active | Q293 LMP1-TROYcd NF-kB luciferase reporter, 4 h;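 active = compounds whose plate-normalised and pattern-corrected inhibition of the luciferase reporter signal at the single screening dose is 50% or more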
* marks the source's active call; other numbers are inactive results; nt = no result given.

SMILES	Granule exo inh	NR5A2 inv ag	NOD2 RIPK2 PPI	ABHD5 PLIN5 PPI	TWEAK Fn14 block	NCOA2 inhibitor	NCOA3 inh	NCOA1 inh	NR2F2 inh	TLR9-MyD88 inh	TROY NFkB inh
COc1ccc(OCc2nn3c(-c4ccco4)nnc3s2)cc1	-9	-2	-4	-2	1	-19	37	1	-7	-3	-18
COc1ccc(CCNC(=O)CSc2nc(-c3ccco3)cc(C(F)(F)F)n2)cc1OC	-2	17	-10	0	11	5	-4	-1	6	-5	17
CC(=O)N1CCN(c2nc3ccc(Br)cc3s2)CC1	8	-81	3	13	-10	-31	-22	-106	-19	15	-47
COc1ccc(C(=O)N(CCCO)C(C)C(=O)NC2CCCCC2)cc1OC (stereo unspecified)	2	7	-2	1	-12	22	15	-19	-8	1	3
C[C@H](NC(=O)c1nc[nH]c1C(=O)N[C@@H](Cc1ccccc1)C(=O)OC(C)(C)C)C(=O)OCc1ccccc1	-4	-1	-4	-1	-5	-29	-22	-16	19	5	-1
FC(F)(F)c1ccccc1Cc1c(-c2ccco2)nc2ccc(Cl)cn12	14	4	-8	34*	6	22	5	8	-3	nt	13
COc1ccc(C(=S)N2CCC(C(N)=O)CC2)cc1Br	-3	8	2	-8	-11	-8	12	2	11	2	1
CCOc1ccc(C(=O)C(C)OC(=O)Cn2c(C)csc2=O)cc1 (stereo unspecified)	-16	0	3	-10	-2	1	-3	-8	-10	-9	-2
O=C(N[C@@H](Cc1ccccc1)C(=O)OCc1ccccc1)c1nc[nH]c1C(=O)N1CCN(c2ccccc2)CC1	0	19	15	-4	-14	0	-5	-8	-2	-2	-15
Cn1c(SCC(=O)NCc2ccc(F)cc2)nc2ccccc21	-3	9	-8	-5	-5	-26	1	-19	-22	9	8
COc1cccc(Cn2cnc(-c3ccccc3OC)c2C2CC2)c1	4	12	-3	4	-5	4	nt	nt	-1	nt	17
Fc1ccc(-c2n[nH]c(=S)n2CC2CCCO2)cc1 (stereo unspecified)	1	-5	-30	2	6	16	1	-27	5	-5	7
COc1ccc(-c2c(C)nn3c(-c4ccccc4)cc(C)nc23)cc1	0	-22	5	-2	1	7	-2	-11	3	-5	14
O=C1C=C(Nc2ccccc2)C(=O)c2ccccc21	2	-58	8	-5	17	-24	-94	-111	-28	-8	-49
C[C@@H]1CN([C@@H](C)CO)C(=O)CCCn2nncc2CO[C@@H]1CN(C)S(C)(=O)=O	7	2	5	4	-29	3	0	8	4	-6	-10
C=CCNC(=S)N1CCN(c2cc3c(cc2F)c(=O)c(C(=O)O)cn3CC)CC1	-6	1	-7	3	-12	-5	4	6	21	9	4
O=c1c2c(nc3c(-c4ccc(Cl)cc4)c[nH]n13)CCCC2	0	-18	-10	5	-60	15	27	7	-16	2	32
CCn1c(SCc2nc3ccccc3[nH]2)nnc1-c1cccnc1	1	-11	-11	-1	-1	-2	-2	-11	-12	-10	-10
CC12CCC(=O)N1C(C(=O)Nc1cccc(S(=O)(=O)N3CCCCCC3)c1)CS2 (stereo unspecified)	1	4	-10	1	-12	-7	13	-3	17	-3	9
Nc1ccc(Oc2ccc3nc(-c4ccccc4)c(-c4ccc([N+](=O)[O-])cc4)nc3c2)cc1	-3	17	-1	-3	4	6	-9	-10	19	-9	-5
O=C(CCNC(=O)c1ccco1)Nc1ccc(C(F)(F)F)cc1	7	-1	2	-3	15	-13	8	19	3	-2	-31
COc1ccc(-c2nnc(SCc3nnc(-c4cccs4)o3)n2CC2CCCO2)cc1 (stereo unspecified)	3	6	-8	1	-8	-11	17	6	-1	5	3
O=CN1CCN(C2CC(=O)N(c3ccc(Br)cc3)C2=O)CC1 (stereo unspecified)	-1	14	1	2	-6	3	-29	-11	-2	-22	8
COc1ccc(NS(=O)(=O)c2cn(C)c(=O)n(C)c2=O)c(OC)c1	-2	11	3	4	3	-13	13	5	-12	1	-10
CC(C)(C)c1ccc(NC(=O)N2CCN(c3ccc([N+](=O)[O-])cn3)CC2)cc1	23	-10	-8	5	59*	25	19	4	25	-4	28
SMILES	Granule exo inh	NR5A2 inv ag	NOD2 RIPK2 PPI	ABHD5 PLIN5 PPI	TWEAK Fn14 block	NCOA2 inhibitor	NCOA3 inh	NCOA1 inh	NR2F2 inh	TLR9-MyD88 inh	TROY NFkB inh
COCCn1c(SCc2nc3ccccc3c(=O)[nH]2)nnc1-c1ccncc1	0	3	-6	4	-9	-16	-11	0	2	-7	24
CCCCn1c(N)c(N(Cc2ccccc2OC)C(=O)C(C)C)c(=O)[nH]c1=O	1	18	-8	-6	-5	0	-8	-16	4	-16	16
CN1CCN(S(=O)(=O)c2ccc(NC(=O)C3CCCCC3)cc2)CC1	-3	7	-2	5	-15	-9	5	-79	-14	-2	-20
CCOc1ccccc1NC(=O)Nc1ccon1	4	-6	-14	-3	-4	17	6	5	0	6	-5
CC1CCCCN1c1nnc(N)s1 (stereo unspecified)	-2	12	7	-2	5	6	-8	-11	-18	-2	-13
COc1ccccc1N1CCN(CCCNc2c(C)c(=O)n(C)c(=O)n2C)CC1	4	25	1	-5	9	-7	-21	3	-1	-1	-7
Nn1c(SCC(=O)Nc2ccc3c(c2)OCCO3)nnc1-c1cccnc1	8	7	-2	2	10	-3	-6	13	5	-9	-15
NC(=O)c1ccc(NC(=O)COC(=O)CCCN2C(=O)c3cccc4cccc(c34)C2=O)cc1	-8	-2	-1	2	-16	-44	-6	6	-1	6	-9
COc1cc(S(=O)(=O)NCc2ccccc2)ccc1-n1cnnn1	8	7	-7	1	5	-20	6	15	-11	2	0
CCS(=O)(=O)N1Cc2ccccc2CC1C(=O)Nc1nc2ccc(C)cc2s1 (stereo unspecified)	3	-28	-5	-5	25	-6	12	3	1	-3	-19
CC(=O)OC[C@@H]1CN(Cc2ccccc2)C[C@H](n2cnc3c(NC(C)C)ncnc32)O1	-5	1	-3	2	19	-6	-21	-18	-3	nt	-2
COc1ccc(N(CC(=O)NC2CC3CCC2C3)S(=O)(=O)c2ccc(C)cc2)cc1OC (stereo unspecified)	0	0	5	-1	6	-6	-2	15	26	1	2
COc1ccc(-c2ocnc2C(=O)NCc2nn(-c3ccccc3)nc2C)cc1	7	15	-9	2	50*	27	19	26	60*	-6	39
COC(=O)c1ccc(-n2nnnc2SCC(=O)N2CCCCC2)cc1	-1	-14	4	-11	8	4	13	19	-4	-3	5
COc1c(F)c(F)c(C(=O)Nc2ccc(N3CCN(C(C)=O)CC3)c(Cl)c2)c(F)c1F	-1	-10	2	4	7	3	6	-6	12	7	3
CCOc1ccccc1OCCCC(=O)Nc1ccc(OC)nc1	-1	-11	3	-3	-7	1	0	4	1	3	2
C#CC(C)OC(=O)C(C)NC(=O)c1ccccc1 (stereo unspecified)	-2	11	3	0	8	-1	2	3	-3	-2	-7
O=S1(=O)CC(N2CCCC2)CN1C1CCCC1 (stereo unspecified)	5	5	-19	5	6	5	8	17	9	nt	-6
Cc1cccnc1NC(=O)c1ccc(Cl)c(S(=O)(=O)N2CCCCCC2)c1	-4	-9	-6	-2	0	14	9	-23	29	-5	-11
CCOc1cccc2cc(C(=O)NCc3ccc(Cl)cc3)c(=N)oc12	4	2	-5	-2	13	-1	7	-13	11	-5	-8
Nc1nnc(SCC(=O)Nc2sc3c(c2C(=O)c2ccccc2)CCCC3)s1	-3	-16	-11	-14	47	-1	17	-5	-3	-1	27
O=C(COC(=O)c1c2c(nc3ccccc13)/C(=C\c1cccs1)CCC2)Nc1ccccc1Cl	3	19	12	-2	16	-3	18	-1	-8	22*	-8
Cc1cc(S(=O)(=O)Nc2ccc(N(C)C)cc2)c(C)s1	-2	9	-13	4	-2	-8	-44	1	-2	-6	1
Cc1ccc(C(=O)N2[C@@H]3CN(C)C(=O)[C@@]2(Cc2ccccc2)[C@H]2C(=O)N(Cc4ccccc4)C(=O)[C@@H]32)cc1	13	-1	-1	2	3	8	5	1	6	-5	2
O=C([C@H]1O[C@@H](n2ccc(=O)[nH]c2=O)[C@H](O)[C@@H]1O)N1CCN(Cc2ccccn2)CC1	-7	21	-5	4	5	-7	nt	nt	-11	nt	-7
SMILES	Granule exo inh	NR5A2 inv ag	NOD2 RIPK2 PPI	ABHD5 PLIN5 PPI	TWEAK Fn14 block	NCOA2 inhibitor	NCOA3 inh	NCOA1 inh	NR2F2 inh	TLR9-MyD88 inh	TROY NFkB inh
O=C(NCCc1ccc(Cl)cc1)C1CCN(c2cnccn2)CC1	6	17	-6	2	-2	8	-2	4	27	6	13
CC1Cc2ccccc2N1C(=O)COC(=O)CNC(=O)c1ccc(Br)o1 (stereo unspecified)	-2	0	0	-5	4	-14	-5	2	6	3	13
COc1ccc(S(=O)(=O)N2CCc3ccccc32)cc1OC	-2	-11	-6	5	0	-9	-7	8	-10	-2	16
O=C(CCc1ccccc1)Nc1c(F)c(F)c(F)c(F)c1F	-2	1	-7	-4	-10	7	-16	4	0	1	-15
Cc1ccc(SCC(=O)O/N=C(\N)c2ccncc2)cc1	-6	-10	11	-7	-2	-11	-3	-31	2	13	-27
Cc1cc(C)c(S(=O)(=O)N2CCCOC2CNC(=O)C(=O)NCCCn2ccnc2)c(C)c1 (stereo unspecified)	-1	18	-9	-3	6	15	1	-6	-2	3	5
COc1ccc(NC(=O)C(c2ccc(OC)cc2)N(C)C(=O)CC2NC(=O)NC2=O)cc1 (stereo unspecified)	1	6	-1	1	-10	-8	18	-28	-11	-9	-13
CCc1ccc(CN2CCCC(CCC(=O)N3CCN(c4ccccn4)CC3)C2)o1 (stereo unspecified)	7	-7	-1	6	12	9	13	-3	12	4	-4
C[C@H](CO)N1C[C@H](C)[C@@H](CN(C)C(=O)C2CCCCC2)OCc2cn(nn2)CCCC1=O	-2	10	-7	-9	-4	-4	-2	5	-9	-3	-12
Cc1sc2ncnc(NCCCN3CCCC3=O)c2c1C	-1	-10	-2	5	-16	-6	18	21	-16	6	3
O=C(COC(=O)c1ccco1)Nc1ccc(Br)cc1	0	-13	-8	12	-18	2	-29	-1	-5	7	-80
CCOc1ccccc1NC(=O)c1ccc(S(=O)(=O)N(C)c2ccccc2)cc1	-4	3	-8	-1	9	28	6	-3	3	3	1
CCN1CCN(c2cc(C(C)(C)C)nc3c(-c4ccccc4)c(C)nn23)CC1	6	-14	3	14	-37	-3	9	-4	-1	3	7
Cc1occc1-c1nnc(SCC(=O)N2CCN(c3ccc(F)cc3)CC2)n1C	1	-12	-2	2	13	22	7	-17	29	-1	5
O=C(Nc1ccccc1N1CCCC1)c1cc(Cl)ccc1Cl	-9	-6	-7	-2	-13	-18	0	-25	-14	-5	-10
COc1cccc(-n2nc(C(=O)O)c3ccccc3c2=O)c1	-4	-2	-2	-10	-11	-8	-6	-3	7	-19	12

Some of the compounds tested, so the mix of outcomes need not match the whole.
